Nrf2 ARE act = Nrf2 pathway activation; AID 624171; 0.31% of 410,000 active; Potency, µM (doses to about 46.1 µM), for the others: at the highest dose activation, hits mostly activators; AREc32 ARE-luciferase reporter (MCF7-derived line), luminescence, 24 h; note: potency is the fitted concentration of half-maximal effect; % of control where 0% means no effect; nearly all actives have a fitted effect of over 65% in size
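AREc32 cells carrying an ARE-driven firefly luciferase reporter were seeded at 1000 cells/well in OPTI-MEM with 5% FBS, then exposed to compound for 24 hr at 37 deg C. Luminescence was read with Steady-Glo after 30 min at RT.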
TGFb inhibitor = inhibitors of TGF-b signaling. 1.2% of 410,000 active. HepG2 CAGA-GFP TGF-b/SMAD3 reporter, GFP fluorescence, 18 h; TGF-beta stimulated, 500 pg/mL final. Potency, µM (top dose mostly 46.1 µM), inactives show top-dose activity, negative = inhibition, actives largely listed as inhibitors; note: potency is the fitted concentration of half-maximal effect; % is set by controls: 0 for no effect and ±100 for the full control effect; nearly all actives have a fitted effect of over 65% in size
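HEPG2 CAGA-GFP cells (1000/well, DMEM with 1% FBS) were pre-incubated 2 h at 37 degrees C, given compound by pin tool, then stimulated with TGF-beta at 500 pg/mL final for 18 h before per-cell GFP fluorescence imaging.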
ATXN2 expr inh = reduces ATXN2 reporter expression in HEK-293 cells; HEK-293 ATXN2-luciferase reporter, luminescence, 24 h; Potency, µM (series often up to 57 µM), inactives show at the highest dose activity change, negative = inhibition, actives largely listed as inhibitors; 0.72% of 360,000 active; note: potency is the fitted concentration of half-maximal effect; % is set by controls: 0 for no effect and ±100 for the full control effect; nearly all actives have a fitted effect of over 55% in size
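ATXN2-luciferase reporter cells (luciferase flanked by upstream and downstream ATXN2 gene portions) were treated 24 h at 37 °C with compounds at up to 57 uM. SteadyGlo luminescence gave expression; GF-AFC fluorescence gave viability.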
HepG2 viability = HepG2 cytotoxicity, counter-screen for TGF-b inhibitors; HepG2 CAGA-GFP viability, ATP luminescence, 18 h; Potency, µM (doses to about 46.1 µM), without a hit: at the highest dose activity change, negative = cytotoxicity, most hits filed as cytotoxic; 0.76% of 410,000 active; AID 588856; note: potency is the fitted concentration of half-maximal effect; some results filed as inactive show a strong effect at the top dose
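CellTiter-Glo luminescence gave cytotoxicity after 18 hours at 37 degrees C. The cells were HepG2 CAGA-GFP in 1% FBS DMEM, stimulated with 500 pg/mL TGF-beta after compound addition. %Activity was normalised to no-cell wells (complete cell-killing) and DMSO (no toxicity), and curves were fitted and classified.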
Nrf2 block = Nrf2 pathway inhibition; 2.1% of 360,000 active; A549 ARE-Fluc reporter, luciferase luminescence, 18-24 h; AID 504444; Potency, µM (doses to about 46 µM), inactives show top-dose activity change, negative = inhibition, hits mostly inhibitors; note: potency is the fitted concentration of half-maximal effect; % is set by controls: 0 for no effect and ±100 for the full control effect; nearly all actives have a fitted effect of over 60% in size
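Concentration-response testing used A549 ARE_Fluc cells at 5000 cells/well. Following an 18-24 h compound incubation, viability was read by fluorescence (Ex 405/Em 525) and luciferase output by luminescence.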
IL2 activator = IL-2 activation. IL-2 activation reporter assay, cell-based qHTS; stimulated with anti-CD3/CD4/CD28 beads; in transgenic mouse T cells. activation, % (series mostly up to about 46 µM). 0.065% of 360,000 active. AID 652025; in the data active = activation above about 50%; inconclusive = mostly about 30% to 49%; note: 0% is about no effect
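Unstimulated transgenic mouse T cells preincubated 60 min with compound, then stimulated with anti-CD3/anti-CD4-coated beads plus anti-CD28 for 18 h at 37 degrees C. IL-2 response read as EGFP and DsRed fluorescence by plate cytometry.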
A549 tox = counter-screen for Nrf2 inhibitors: cytotoxicity in A549 cells | A549 ARE-Fluc cells, CellTiter-Fluor viability, 18-24 h | AID 504648 | 0.16% of 390,000 active | Potency, µM (doses to about 46 µM), without a hit: at the top dose activity change, negative = cytotoxicity, actives largely listed as inhibitors; note: potency is the fitted concentration of half-maximal effect; % is set by controls: 0 for no effect and ±100 for the full control effect
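A549 ARE_Fluc cells in 5% FBS OPTI-MEM were exposed to compounds in concentration-response for 18-24 h at 37 deg C. Viability was read by CellTiter-Fluor fluorescence (Ex 405/Em 525) after 30 min, before the luciferase read.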
EPAC2 agonist = EPAC2 (human) agonism; Q8WZA2; EPAC2 activation, biochemical qHTS; response scale: 100% = 6.5 mM cAMP response; Potency, µM (highest dose often 154 µM), without a hit: at the highest dose activation, usual class: activators; 0.079% of 360,000 active; note: potency is the fitted concentration of half-maximal effect; nearly all actives have a fitted effect of over 50% in size
Target sequence (Q8WZA2 whole entry, looked up): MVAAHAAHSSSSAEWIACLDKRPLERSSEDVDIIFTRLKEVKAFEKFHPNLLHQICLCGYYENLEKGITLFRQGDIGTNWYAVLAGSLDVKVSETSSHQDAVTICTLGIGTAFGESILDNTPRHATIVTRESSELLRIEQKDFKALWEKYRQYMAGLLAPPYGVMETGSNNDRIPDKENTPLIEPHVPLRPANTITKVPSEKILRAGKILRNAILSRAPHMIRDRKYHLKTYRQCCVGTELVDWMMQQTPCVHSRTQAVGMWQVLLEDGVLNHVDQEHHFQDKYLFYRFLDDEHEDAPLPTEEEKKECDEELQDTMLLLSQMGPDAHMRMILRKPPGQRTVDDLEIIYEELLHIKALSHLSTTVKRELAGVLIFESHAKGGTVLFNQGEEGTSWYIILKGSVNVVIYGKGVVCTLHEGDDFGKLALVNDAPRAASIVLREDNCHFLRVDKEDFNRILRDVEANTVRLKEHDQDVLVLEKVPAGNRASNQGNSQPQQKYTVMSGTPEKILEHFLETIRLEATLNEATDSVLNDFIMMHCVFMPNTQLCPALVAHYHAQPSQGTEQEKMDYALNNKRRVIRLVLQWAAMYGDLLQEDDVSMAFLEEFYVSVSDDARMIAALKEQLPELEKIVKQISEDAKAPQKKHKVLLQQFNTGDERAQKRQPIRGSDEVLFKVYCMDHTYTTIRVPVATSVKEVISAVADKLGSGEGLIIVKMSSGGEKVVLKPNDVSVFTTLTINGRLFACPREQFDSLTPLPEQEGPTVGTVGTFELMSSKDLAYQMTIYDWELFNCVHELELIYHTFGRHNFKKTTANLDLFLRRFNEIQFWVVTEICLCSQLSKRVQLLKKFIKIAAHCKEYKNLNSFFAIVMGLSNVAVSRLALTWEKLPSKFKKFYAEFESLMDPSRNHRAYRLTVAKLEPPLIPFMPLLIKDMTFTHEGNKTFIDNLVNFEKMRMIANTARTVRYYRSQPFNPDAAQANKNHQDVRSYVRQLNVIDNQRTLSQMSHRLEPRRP
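Guanine nucleotide exchange by EPAC2 is measured as reduced fluorescence of BODIPY-GDP once it is released from 250 nM Rap1B. Plates are read kinetically for 30 min at room temperature; results are scaled to 6.5 mM cAMP.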
ATXN viability = viability counter-screen for ATXN expression inhibitors | Potency, µM (top dose mostly 56.7 µM), most hits filed as cytotoxic | S2 cells (HEK-293 line with an ATXN2-luciferase reporter) viability, CellTiter-Fluor protease fluorescence, 24 h | 0.49% of 400,000 active; note: potency is the fitted concentration of half-maximal effect; nearly all actives have a fitted effect of over 40% in size
Numbers without * were called inactive; i = inactive; ? = inconclusive; · = no result given; & = joins results of further samples; [ ] = dose if it differs, or a comment. Unless noted, calls come from the whole dose curve; as a rule, active = well fitted curve in the direction sought with a large enough effect; inconclusive = small, poorly fitted or top-dose-only effect, or another doubt; inactive = no such curve, though single readings can be large; an effect the other way counts as inactive or inconclusive.

SMILES	Nrf2 ARE act	TGFb inhibitor	ATXN2 expr inh	HepG2 viability	Nrf2 block	IL2 activator	A549 tox	EPAC2 agonist	ATXN viability
COc1ccc2sc(N3C(=O)C4CC=C(C)CC4C3=O)nc2c1 (stereo not given)	-0.4%	-2.2%	3.2%	-4.2%	2.9%	-0.7	3.8%	7.9%	i
Cc1cc(NC(=O)c2cc([N+](=O)[O-])ccc2Cl)no1	?	-23.0%	-1.0%	-25.7%	-7.9%	-0.4	-4.2%	12.5%	i
CC(C)NC(=O)Nc1ccc2c(c1)C(=O)N([C@H](C)CO)C[C@H](C)[C@@H](CN(C)C(=O)NC1CCCCC1)O2	-0.9%	6.6%	-0.5%	-10.9%	-7.2%	2.1	-0.5%	2.6%	i
CCc1c(C(=O)NC2CCCC2)csc1C	0.2%	4.1%	-0.9%	-20.6%	0.0%	-2.2	4.4%	14.1%	i
Cc1cc(C)n2nc(CC(=O)NNC(=O)COc3ccccc3)nc2n1	0.2%	0.7%	1.6%	0.2%	-13.8%	0.5	-0.9%	2.1%	i
Cc1cc(NC(=O)CSc2ccc(-c3ccc(F)cc3)nn2)no1	1.4%	-16.1%	4.3%	-18.2%	2.1%	0.4	0.8%	2.0%	i
O=C1CCC(=O)N1c1nc2nc(-c3ccccc3)cc(=O)n2[nH]1	-2.1%	-28.5%	-7.3%	-0.3%	-9.9%	0.1	-11.2%	1.1%	i
Cc1cccc(C)c1OCC(O)CNS(=O)(=O)c1ccccc1C(=O)N1CCOCC1 (stereo not given)	0.0%	-2.1%	-14.4%	4.4%	·	-0.1	1.6%	13.1%	i
Nc1ccc(C(=O)C(=O)c2ccccc2)cc1	0.0%	-13.3%	4.7%	-20.5%	2.9%	-0.8	-5.3%	3.6%	?
O=[N+]([O-])c1ccccc1COc1ccc(Cl)c2cccnc12	?	-22.0%	·	-28.7%	?	0.9	11.9%	-3.7%	?
O=C(NC(=S)NNS(=O)(=O)c1ccccc1)c1ccccc1[N+](=O)[O-]	-0.3%	11.4%	12.2%	7.8%	-5.8%	0.7	-1.9%	-6.1%	i
Cc1ccc(S(=O)(=O)NCCc2nnc3ccc(SCc4ccccc4F)nn23)cc1	4.5%	-12.0%	·	-22.4%	-4.7%	·	-2.8%	·	·
CCc1ccc2oc(C(=O)Nc3nc(-c4ccc(F)cc4)ns3)c(C)c2c1	6.2%	0.0%	·	-18.2%	14.0%	·	4.1%	·	·
CC(OC(=O)c1cccs1)C(=O)NCc1ccco1 (stereo not given)	-0.5%	-6.0%	-27.7%	-5.7%	-1.9%	1.9	-1.9%	0.3%	i
CCc1nc(CN(C)C(=O)C2CCC(=O)N(CCc3cccc(F)c3)C2)no1 (stereo not given)	-0.1%	-11.3%	12.6%	0.0%	?	0.2	3.8%	6.1%	?
CCCCN(CC)C(=O)C1CCCN(c2ncnc3onc(C)c23)C1 (stereo not given)	0.2%	-15.9%	-11.2%	-11.3%	?	·	-11.5%	·	i
COC(=O)CN1C2(C#N)CCCCC2CC2CCCCC21C#N (stereo not given)	-0.6%	6.6%	1.8%	-16.2%	·	1.0	-2.1%	20.9%	i
O=C(Nc1nc(COc2ccccc2)cs1)C1CCC1	0.3%	0.0%	30.5%[activator]	-4.0%	?	-0.6	-2.9%	-8.1%	i
CC1=NN(c2ccccc2)C(=O)/C1=C\c1cc(C)n(C)c1C	3.7%	-1.6%	25.1%	-20.2%	-0.2%	7.1	-5.8%	8.8%	?
O=C(O)C1CCC(C(=O)O)O1 (stereo not given)	-0.1%	13.2%	3.3%	2.6%	-4.5%	0.2	4.1%	9.5%	i
CCN(CC)C(=O)CSC(Nc1ccc(F)cc1)=C(C#N)C#N	5.7%	26.7%	-0.2%	1.4%	4.0%	1.2	-17.6%	6.0%	i
CCN(Cc1ccc2c(c1)OCO2)C(=O)CSc1nc(C)nc2sc(C)c(C)c12	-0.9%	0.0%	?	-16.5%	-13.5%	-1.2	-8.8%	10.8%	?
Cc1ccc(N2CCN(c3ccc(C)cc3)C2c2ccccn2)cc1	4.8%	-10.5%	14.0%	-22.5%	24.7%	-1.8	-4.2%	3.6%	i
Cc1ccc(-c2c(C(=O)N/N=C/c3c[nH]c4ccccc34)nnn2-c2nonc2N)cc1	4.7%	?	·	-60.8%	-7.3%	-0.3	-5.7%	10.2%	?
O=C(COC(=O)c1cc(=O)[nH]c2ccccc12)c1ccccc1	0.0%	5.8%	-14.8%	5.1%	-22.4%	-2.1	-13.5%	-0.7%	i

Following part
SMILES	Nrf2 ARE act	TGFb inhibitor	ATXN2 expr inh	HepG2 viability	Nrf2 block	IL2 activator	A549 tox	EPAC2 agonist	ATXN viability
c1cc(C2OCCN2CC2COC3(CCCC3)O2)ccn1 (stereo not given)	-0.4%	2.1%	-2.8%	-0.1%	1.8%	0.5	-7.1%	-2.5%	i
CC1=CC(C)(C)N(S(=O)(=O)c2ccc(C)cc2)c2ccccc21	-0.5%	?	-0.1%	-35.5%	?	-2.1	-11.7%&5.8%	12.3%	i
COc1ccc([N+](=O)[O-])c(OC)c1C(=O)NC(=O)Nc1c(F)cc(F)cc1F	0.7%	2.0%	-9.6%	5.5%	4.6%	-2.0	2.7%	4.0%	·
COc1ccc(C(CC(=O)O)NC(C)=O)cc1OC (stereo not given)	2.2%	27.1%	-0.6%	10.0%	·	1.4	13.3%	2.9%	i
COc1ccccc1CCN=C(N)NS(=O)(=O)c1ccc(C)c(C)c1	-0.5%	0.0%	-10.6%	2.8%	-23.3%	0.5	-2.5%	0.5%	i
CCc1nc2ccc(C(=O)N(CC)CCN(C)C)cn2c1N(C)C(=O)C1CCCCC1	-0.6%	7.8%	6.9%	8.6%	·	-0.1	·	-0.4%	i
Cc1nnc(NC(=O)CSc2cn(Cc3ccccc3)c3ccccc23)s1	-0.1%	0.2%	-16.6%	-13.5%	2.3%	-1.9	5.6%	2.1%	i
COC(=O)CC1=C(C(=O)OC)C(c2ccncc2)C(C#N)=C(N)O1 (stereo not given)	14.2%	?	5.8%	4.5%	1.4%	1.4	-7.5%	0.3%	i
O=C(COc1ncnc2ccccc12)Nc1cc(S(=O)(=O)N2CCOCC2)ccc1Cl	2.7%	-26.1%	-21.1%	-11.4%	3.5%	-2.7	0.9%	-7.1%	i
COc1ccc(NC(=O)COC(=O)c2ccc(-n3nc(C)cc3C)cc2)cc1OC	0.4%	-12.0%	60.4%[activator]	-8.8%	2.6%	-0.2	0.3%	4.2%	i
Cc1cc(C)n(-c2nnc(N3CCN(c4ccc(F)cc4)CC3)nn2)n1	-0.1%[9.22 µM]	0.8%	5.2%	1.0%	-5.8%	0.5	8.0%	8.1%	i
Cn1c(=O)c(C(=O)CSc2nnc(Nc3ccccc3)s2)c(N)n(Cc2ccccc2)c1=O	1.5%	11.8%	-6.4%	-0.2%	-11.5%	-0.6	-1.9%	7.1%	i
COc1cccc(C(=O)NCCSc2c(C)[nH]c3ccccc23)c1OC	-1.6%	-7.1%	-30.6%	-18.5%	?	0.0	-18.2%	-3.6%	i
CCOc1cc(C2Nc3ccccc3NC3=C2C(=O)CC(C)(C)C3)ccc1OC(C)=O (stereo not given)	-0.5%	-10.7%	33.0%	-3.3%	8.2%	0.3	0.5%	-7.7%	i
Cc1cc(O)c(C(c2ccccc2)N2CCC(C)CC2)c(=O)n1Cc1ccco1 (stereo not given)	0.3%	0.0%	4.5%	-7.7%	·	·	2.6%	·	i
COc1ccc(Br)cc1CNC(=O)c1cc2n(n1)CCCN(Cc1ccc(C)cc1)C2=O	4.1%	?	-19.2%	-18.0%	·	·	-9.0%	·	?
COc1cc2c(C(=O)Nc3cc(OC)c(OC)c(OC)c3)cn(C)c(=O)c2cc1OC	0.3%	-2.8%	12.5%	1.7%	-0.5%[9.27 µM]	·	0.4%	·	i
CCOC(=O)c1c(/N=C/N(C)C)sc(C)c1C	-1.1%	-0.1%	3.4%	-3.2%	-28.9%	-0.9	4.2%	-0.4%	i
CC12CCC(=O)N1C(C(=O)Nc1nc3ccc(F)cc3s1)CS2 (stereo not given)	4.3%	-3.4%	5.3%	-14.9%	5.6%	1.9	0.1%	1.4%	i
CCC(C)(C)NC(=O)C(c1ccc(OC)cc1)N(C(=O)CCC(=O)Nc1cc(C)on1)c1ccccc1F (stereo not given)	0.4%	-15.7%	-7.4%	-1.5%	-14.8%	0.3	2.3%	-2.0%	i
C=CCOc1ccc(Br)cc1/C=N/O	-0.6%	-5.9%	-17.4%	-24.5%	?	0.7	1.7%	10.4%	i
CCOC(=O)N1CCN(C(=O)CSc2ccc(-c3ccccc3)nn2)CC1	-0.3%	-7.9%	-12.3%	-12.7%	-24.4%	1.8	6.9%	7.8%	i
NS(=O)(=O)c1ccc(CCNC(=O)C2CC(=O)N(Cc3ccccc3Cl)C2)cc1 (stereo not given)	-0.6%	-4.2%	-1.2%	0.1%	0.0%	0.1	0.2%	5.2%	i
O=C(c1cccc(Cl)c1)N1CCN(CCc2ccncc2)CC1	0.5%	?	1.2%	10.3%	3.9%	·	1.1%	·	i
COCC(C)NC(=O)C1CC(c2cccc(Br)c2)=NO1 (stereo not given)	-0.2%	32.1%	-6.3%	-10.4%	?	3.3	1.0%	6.2%	i
Cc1cc(C)cc(C(O)c2ncc(-c3ccccc3C(F)(F)F)[nH]2)c1 (stereo not given)	-0.4%	6.8%	-8.4%	-12.0%	·	0.9	·	-2.3%	i
CCOC(=O)Cc1csc(NC(=O)/C=C\c2ccccc2Cl)n1	?	3.6%	2.9%	0.1%	25.9µM*	-0.1	-16.1%	-7.1%	?
